ARNT-TACC3 inh: disruptors of ARNT/TACC3 protein interaction, primary screen, biochemical, AlphaScreen, single concentration. Transforming acidic coiled-coil-containing protein 3 (Homo sapiens), Q9Y6A5. 0.66% of 390,000 active. inhibition, % at 9.99 µM. AlphaScreen His-ARNT PAS-B/GST-TACC3 binding, luminescence; TACC3 fragment carries E629A point mutation;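 active means mean inhibition of replicates at least 50% and at least half of replicates each reaching 50%; inconclusive means half or more replicates reach 50% but mean below 50%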;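 further: 0% = complete ARNT plus TACC3 wells and 100% = ARNT alone without TACC3; many hits fall short of the cut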
Statin myotox sup: suppressors of statin myotoxicity in C2C12 myotubes, primary screen, cell-based, single point, plate reader | C2C12 myotubes + simvastatin, ATP luminescence, 48 h; scaled: DMSO 0, geranylgeraniol control 100 | rescue of ATP level, % at 7.49 µM | 0.78% of 330,000 active;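 active means mean ATP rescue above about 67%, or every replicate alone reaching that limit, limit read from the data, passing the limit was not always enough; inconclusive means no clear call, values can overlap the other calls; inactive means mean under the limit and some replicate under it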;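 further: myotubes were challenged with 10 µM simvastatin during compound exposure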
ERp5 block: inhibitors of ERp5-driven insulin aggregation, primary screen, biochemical, turbidity, absorbance 650 nm, single point; Protein disulfide-isomerase A6 (Homo sapiens), Q15084; 90 min; inhibition, % at 9.99 µM; 0.05% of 350,000 active; AID 651711, 2012;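 active means mean replicate inhibition above about 25%, with every replicate also reaching it, limit read from the data, passing the limit was not always enough; inconclusive means only one of those two criteria met; inactive means neither criterion met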
Target sequence (Q15084 whole entry, looked up): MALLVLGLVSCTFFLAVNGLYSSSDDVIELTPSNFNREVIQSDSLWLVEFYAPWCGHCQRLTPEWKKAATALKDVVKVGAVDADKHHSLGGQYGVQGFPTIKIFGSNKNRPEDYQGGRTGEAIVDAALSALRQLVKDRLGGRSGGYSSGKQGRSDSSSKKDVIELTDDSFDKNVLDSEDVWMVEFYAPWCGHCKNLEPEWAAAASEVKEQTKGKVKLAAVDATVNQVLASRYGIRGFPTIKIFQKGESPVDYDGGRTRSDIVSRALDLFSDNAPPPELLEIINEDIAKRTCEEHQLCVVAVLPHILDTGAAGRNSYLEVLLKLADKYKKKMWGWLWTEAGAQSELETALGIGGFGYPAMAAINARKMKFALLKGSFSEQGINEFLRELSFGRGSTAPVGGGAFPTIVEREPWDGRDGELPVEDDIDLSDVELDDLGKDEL
miR122 inh: miR-122 Renilla sensor signal increase in Huh7, primary screen, miR-122 inhibitor project, cell-based, single point, plate reader. 0.3% of 340,000 active. Huh7 miR-122 Renilla luciferase sensor, 48 h; neutral wells = 0, positive control = 100. AID 602342, 2012. activation (reporter increase), % at 12.5 µM;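 active means mean replicate activation score at least 90 and every replicate individually at or above 90; inconclusive means only one of the two criteria met; inactive means neither criterion met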;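 further: higher luciferase means less miR-122 activity so hits act as miR-122 inhibitors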
Cneo AK release: Cryptococcus neoformans cell lysis inducers, primary screen, AK release luminescence, single concentration; lysis activity, % at 15 µM; C. neoformans lysis, adenylate kinase release luminescence, 4 h; normalised: neutral wells 0, clomiphene wells 100; 0.2% of 360,000 active;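 active means mean lysis activity across replicates of at least 80%, whatever share of replicates individually reach that level; inactive means mean lysis activity below 80%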
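Assay system: C. neoformans cells. Amount: yeast cell density of 5 × 10^6 cells/mL. Technique: AK luminescence. Buffer or medium: YPD. Times: static 4 h at 37 °C with compound, 1 h detection. Dosing: single-point compound dose. Read-out: lysis from increased AK signal.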
esBAF inh: Bmi1 luciferase reporter increase in mESCs, primary screen, esBAF inhibitor project, mouse ES cells, Bmi1 luciferase knock-in, single point; 2% of 350,000 active; 24 h; 100% = twice the neutral-well signal; AID 602393, 2012; reporter increase, % at 12.5 µM; in the data active means activation above about 40%; inconclusive means no clear call, values can overlap the other calls;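 further: 0% = median of the plate's neutral control wells and 100% = double that signal; a rise in the Bmi1 reporter signal indicates esBAF inhibition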
SIRT5 inh: SIRT5 desuccinylase inhibitors, primary screen, biochemical, fluorescence imaging, single point, set 5; NAD-dependent protein deacylase sirtuin-5, mitochondrial (Homo sapiens), Q9NXA8; Purified SirT5, succinyl-peptide AMC, trypsin-coupled fluorescence; inhibition, % at 15 µM; 1.1% of 330,000 active; AID 652115, 2013; in the data active means inhibition above about 15%; inconclusive means no clear call, values can overlap the other calls
Target sequence (Q9NXA8 whole entry, looked up): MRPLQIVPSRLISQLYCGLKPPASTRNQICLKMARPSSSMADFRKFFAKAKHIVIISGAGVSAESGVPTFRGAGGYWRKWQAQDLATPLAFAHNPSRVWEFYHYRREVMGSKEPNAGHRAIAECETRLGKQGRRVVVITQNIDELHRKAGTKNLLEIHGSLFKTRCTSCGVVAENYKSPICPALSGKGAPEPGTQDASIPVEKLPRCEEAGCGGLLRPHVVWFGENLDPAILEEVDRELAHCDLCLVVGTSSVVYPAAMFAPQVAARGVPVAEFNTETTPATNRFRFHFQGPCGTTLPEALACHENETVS
* = called active by the depositor; u = inconclusive; x = not tested or not shown; [ ] = dose if it differs, or a comment.

SMILES	ARNT-TACC3 inh	Statin myotox sup	ERp5 block	miR122 inh	Cneo AK release	esBAF inh	SIRT5 inh
C[C@@H]1CCCCO[C@@H](CN(C)C(=O)Nc2cccc3ccccc23)[C@H](C)CN([C@H](C)CO)C(=O)c2cc(NC(=O)CCCN(C)C)ccc2O1	33	x	2	-13[16.7 µM]	57	6	-5
COc1ccccc1C(CNC(=O)c1ccc(NS(=O)(=O)c2ccc3c(c2)OCCO3)cc1)N(C)C (stereo unspecified)	2	-14	-3	-9	0	2	-2
C=CCNC(=O)CC(=O)N/N=C/c1ccccc1F	-6	-9	x	-7	-1	3	x
Cc1ccccc1OC(C)C(=O)NCc1cccnc1 (stereo unspecified)	-1	11	3	-4	2	-3	-2
C[C@@H]1CN([C@H](C)CO)C(=O)Cc2cc(NS(=O)(=O)c3cccs3)ccc2O[C@H]1CN(C)S(=O)(=O)c1ccc(F)cc1	-2	-6	9	-6[16.7 µM]	-1	1	-6
CCNC(=O)C[C@H]1CC[C@H]2[C@@H](COC[C@@H](O)CN2Cc2ccccc2F)O1	9	-1	-4	-1[16.7 µM]	-1	2	0
CN(C)C(=O)C[C@@H]1CC[C@H]2[C@H](COc3ccc(NC(=O)c4ccc(F)cc4)cc3C(=O)N2C)O1	-2	-16	4	x	1	8	-3
CN1c2ccc(-c3ccc(F)cc3)cc2[C@H]2[C@H](CCN2C(=O)C2CCOCC2)[C@@H]1CO	9	-16	2	-7[16.7 µM]	22	-6	-1
CC(C)N(Cc1ccccc1)C(=S)NCc1ccccc1	-4	x	5	x	x	x	-3
C[C@H](CO)N1C[C@H](C)[C@@H](CN(C)S(=O)(=O)c2ccc(F)cc2)Oc2ccc(NC(=O)C3CCCCC3)cc2CC1=O	-8	12	0	-4[16.7 µM]	1	1	2
CCN(CC)S(=O)(=O)c1cccc(NC(=O)Nc2cccc(C(F)(F)F)c2)c1	0	-52	x	-23	-2	2	x
O=S1(=O)CCOC[C@H](Cc2ccccc2)N1Cc1ccc(Cl)cc1	24	x	x	0	-1	x	x
COc1ccc(NC(=O)CN(C)C(=O)c2ccc(N3CCOCC3)c([N+](=O)[O-])c2)cc1	4	-2	-9	-1	2	-3	10
CC(C)CC#Cc1ccc2c(c1)O[C@H](CN(C)C(=O)NC1CCCC1)[C@H](C)CN([C@@H](C)CO)S2(=O)=O	-10	x	4	-15[16.7 µM]	-7	5	4
O=C(Nc1ccccc1)C1CCN(C(=O)c2ccc(Br)cc2)CC1	0	-18	-4	3	2	6	-3
O=C(c1cc2c(=O)n3ccccc3nc2s1)N1CCN(Cc2ccc3c(c2)OCO3)CC1	2	x	0	x	x	x	-18
Cc1c[nH]c(=O)c([N+](=O)[O-])c1	x	2	4	-3	x	-7	-2
Cc1ccc(CNC(=O)C2CCC(CNc3c(N4CCC(C)CC4)c(=O)c3=O)CC2)cc1 (stereo unspecified)	-2	x	-4	-9	5	x	2
CC(C)NC(=O)N[C@H]1C=C[C@@H](CC(=O)NCCN2CCCC2)O[C@H]1CO	3	-4	0	x	2	-1	-3
O=C(C[C@@H]1CC[C@@H](NC(=O)CC2CC2)[C@H](CO)O1)NCc1ccc(Cl)cc1	-6	5	-2	x	50	-12	5
Cc1ccc([N+](=O)[O-])cc1NC(=O)c1cccnc1	-2	4	4	-6	3	1	11
O=C(C1CCC(=O)N(C2CCCC2)C1)N1CCC(Oc2cccc(F)c2)CC1 (stereo unspecified)	-1	-2	-8	x	8	-3	-1
CC1CCCCN1C(=O)COC(=O)C1CCN(S(=O)(=O)c2c(Cl)cccc2Cl)CC1 (stereo unspecified)	-2	2	2	x	-1	-6	-8
COc1ccc(CN(CC(=O)NCc2ccco2)C(=O)CCC(=O)Nc2nccs2)cc1	27	5	x	9	-4	3	x
CCn1c(SCC(=O)N/N=C/c2ccc(C)o2)nnc1-c1ccccc1	3	-5	x	25	10	-3	x
COc1ccc(S(=O)(=O)N[C@H]2C=C[C@@H](CC(=O)NCc3ccccc3F)O[C@@H]2CO)cc1	-1	3	1	x	1	2	1
O=C(N/N=C1\CCCCc2ccccc21)c1ccccn1	32	x	-5	x	x	x	9
Cc1cc(C(=O)NNC(=S)NCC2CCCO2)cs1 (stereo unspecified)	-6	4	x	8	-2	21	x
C[C@@H]1CN([C@H](C)CO)C(=O)c2cc(NC(=O)Nc3ccc(C(F)(F)F)cc3)ccc2O[C@@H]1CN(C)C(=O)Nc1ccccc1	8	-2	6	-3[16.7 µM]	-1	-10	-2
CCCc1cc(=O)[nH]c(SCC(=O)NC2CCCCCCC2)n1	-1	8	5	-3	-1	-7	-1
Cc1ccccc1CNC(=O)c1csc([C@H]2C[C@H](O)[C@@H](CO)O2)n1	x	0	-3	-3	1	-2	-2
Cc1ccc(NC(=O)c2nc3nccc(C)n3n2)c(C)c1	-2	x	1	x	x	x	-2
CC(=O)Nc1cccc(Oc2nc(C(F)(F)F)nc3ccccc23)c1	-6	-5	-1	6	0	-5	-5
CNC[C@@H](Cc1ccccc1)NC[C@@H](CC1CCCCC1)NCCCc1ccccc1	14	-58	1	-21	3	-85	-1
Cc1ccc(N(C(=O)Cn2nnc(-c3ccc(F)cc3)n2)C(CC(C)C)C(=O)NCC2CCCO2)cc1 (stereo unspecified)	6	1	x	-9	0	4	x
CCCNC(=O)C1(C)CCCN(Cc2ccc(C)cc2)C1 (stereo unspecified)	x	2	1	-1	0	1	0
CC(=O)Nc1cc(S(=O)(=O)Nc2ccccc2)c(C)cc1C	-34	5	x	36	0	-1	x
COc1ccc(OCC(=O)NNC(=S)NC(=O)C2CCCCC2)cc1	10	-1	-4	3	22	-12	-2
O=C(NCc1ccco1)C(c1ccc(F)cc1)N(C(=O)Cc1cccs1)c1cccnc1 (stereo unspecified)	-2	-3	-3	3	18	-3	13
COc1ccccc1-c1c(C)oc2c(CN3CCN(CCO)CC3)c(O)ccc2c1=O	-14	-5	x	3	x	-8	x
N#Cc1cccc(NS(=O)(=O)c2ccc(S(=O)(=O)N3CCOCC3)cc2)c1	-1	10	6	1	-2	-1	-1
CC1CCCC(C)N1C(=O)CSc1nc2ccccc2c(=O)[nH]1 (stereo unspecified)	-1	-5	1	-1	-1	10	-3
O=C(C[C@H]1C=C[C@H](NC(=O)C2CCC2)[C@H](CO)O1)NC1CCC1	2	-7	-7	0[16.7 µM]	3	5	3
O=C(c1cccc(Cl)c1)N1CCCc2ccccc21	1	-1	0	0	-1	2	1
O=C(N/N=C/c1ccc(F)cc1)c1cccc(NC(=O)c2ccccc2Cl)c1	-2	-12	2	x	-4	u	-2
CCOCCCNC(=O)c1cc2c(=O)n3cccc(C)c3nc2n1C	-3	-22	-8	-1	7	3	0
COc1cccc2c(=O)n(CC(=O)N3CCc4ccccc43)ccc12	-4	5	-6	-1	2	5	1
NC(=O)C1CCN(C(=O)/C(=C/c2ccccc2)NC(=O)c2ccccc2)CC1	-13	16	0	x	2	5	x
O=C(CN1C(=O)CCS(=O)(=O)c2ccccc21)NCc1ccc(F)cc1	-15	-8	x	1	0	-3	x
COc1ccc(OC)c(NC(=O)CS(=O)(=O)c2ccccc2)c1	-3	x	x	-6	2	x	x

Next section:
SMILES	ARNT-TACC3 inh	Statin myotox sup	ERp5 block	miR122 inh	Cneo AK release	esBAF inh	SIRT5 inh
CC(c1ccccc1)C1CC(=O)N(c2ccc(C(=O)O)cc2)C1=O (stereo unspecified)	9	21	-1	1	-1	1	1
C[C@@H](NC(=O)C[C@@H]1C[C@H]2c3cc(NC(=O)NC4CCCC4)ccc3O[C@H]2[C@@H](CO)O1)c1ccccc1	-2	1	3	5[16.7 µM]	2	-4	-1
COc1ccc(-c2cnc3c(c2)C(=O)N([C@@H](C)CO)C[C@@H](C)[C@H](CN(C)C(=O)Cc2ccccc2)O3)cc1	32	x	3	-5[16.7 µM]	-5	5	4
O=C(COC(=O)CC1CCCC1)Nc1cc2c(cc1Cl)C(=O)c1ccccc1C2=O	6	-1	x	10	-3	50*	x
CS(=O)(=O)N1CCN(c2ccc(NC(=O)COc3ccccc3[N+](=O)[O-])cc2)CC1	4	-9	0	x	-2	9	4
CCOC(=O)c1c(C)n(-c2ccccc2)c2ccc(O)cc12	-5	4	3	-1	-12	8	1
CSc1cccc(NC(=O)CN(c2ccc(C)cc2C)S(C)(=O)=O)c1	-2	11	x	-4	x	-2	x
CCC1(c2ccccc2)C(=O)N=C(N)N(C#N)C1=O (stereo unspecified)	x	6	-1	-10	x	2	1
COc1ccc(Nc2nc(N)c([N+](=O)[O-])c(N3CCN(C)CC3)n2)cc1	22	x	1	x	x	x	1
CN(C)S(=O)(=O)c1cccc(N2C(=O)CC3(CCCCC3)CC2=O)c1	x	-4	1	-4	x	0	-4

7 records picked at random from those above, as already listed:
SMILES	ARNT-TACC3 inh	Statin myotox sup	ERp5 block	miR122 inh	Cneo AK release	esBAF inh	SIRT5 inh
CCOC(=O)c1c(C)n(-c2ccccc2)c2ccc(O)cc12	-5	4	3	-1	-12	8	1
CCC1(c2ccccc2)C(=O)N=C(N)N(C#N)C1=O (stereo unspecified)	x	6	-1	-10	x	2	1
CN(C)S(=O)(=O)c1cccc(N2C(=O)CC3(CCCCC3)CC2=O)c1	x	-4	1	-4	x	0	-4
O=C(COC(=O)CC1CCCC1)Nc1cc2c(cc1Cl)C(=O)c1ccccc1C2=O	6	-1	x	10	-3	50*	x
COc1ccc(Nc2nc(N)c([N+](=O)[O-])c(N3CCN(C)CC3)n2)cc1	22	x	1	x	x	x	1
CC(c1ccccc1)C1CC(=O)N(c2ccc(C(=O)O)cc2)C1=O (stereo unspecified)	9	21	-1	1	-1	1	1
COc1ccc(-c2cnc3c(c2)C(=O)N([C@@H](C)CO)C[C@@H](C)[C@H](CN(C)C(=O)Cc2ccccc2)O3)cc1	32	x	3	-5[16.7 µM]	-5	5	4

The list goes on.
SMILES	ARNT-TACC3 inh	Statin myotox sup	ERp5 block	miR122 inh	Cneo AK release	esBAF inh	SIRT5 inh
CCCNC(=O)N[C@H]1CC[C@@H](CC(=O)NC2CCC2)O[C@@H]1CO	-6	-2	-3	-12[16.7 µM]	-1	-2	-1
CCOC(=O)c1ccc(S(=O)(=O)N2CCN(C(=O)CSc3nc4ccccc4o3)CC2)cc1	-7	2	-3	-3	-1	-10	-2
CC(=O)N1N=C(c2ccccc2)CC1c1cn(C)c2ccccc12 (stereo unspecified)	2	-1	x	-6	-2	32	x
Cc1ccccc1OCCC(=O)N1CCN(S(=O)(=O)c2ccc(Cl)cc2)CC1	-1	8	2	x	0	-2	-2
COc1ccc(NC(=O)N(C)C[C@@H]2Oc3ccc(NC(=O)CCC(F)(F)F)cc3C(=O)N([C@H](C)CO)C[C@H]2C)cc1	11	3	1	-7[16.7 µM]	-4	3	-1
CCn1nc(CC(=O)Nc2nnc(CC(=O)N3CCCC3)s2)c2ccccc2c1=O	7	x	x	5	1	-2	x
COc1ccccc1C#Cc1ccc2c(c1)O[C@@H](CN(C)Cc1cncnc1)[C@H](C)CN([C@@H](C)CO)S2(=O)=O	12	-74	2	-4[16.7 µM]	2	9	-5
COCC#Cc1cnc2c(c1)C(=O)N([C@@H](C)CO)C[C@H](C)[C@@H](CN(C)C(=O)CN1CCOCC1)O2	1	10	-6	-3[16.7 µM]	6	0	-4
CS(=O)(=O)N(CC(=O)Nc1ccccc1C(=O)N1CCOCC1)c1ccc(Cl)cc1	-12	3	2	-5	3	-8	-4
O=C1CCN(Cc2nnnn2CC2CCCO2)c2ccccc2N1 (stereo unspecified)	2	3	x	-2	-1	-4	x
Cc1noc(/C=C/N(C)C)c1S(=O)(=O)N1CCC(C(=O)O)CC1	-7	0	-11	x	-2	-2	-1

From PubChem BioAssay
